Source: PubChem (several laboratories)
MEX-5 binding = C. elegans MEX-5 TCR-2 RNA binding activity. Q9XUB2. MEX-5/FITC-TCR2 RNA binding, fluorescence polarization; hits give low values. activity score (negative = inhibition of binding), % at 10 µM. actives 0.38% (n = 300,000). AID 1832;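 active means inhibition past about -25% in most replicates, and total fluorescence under double the plate's negative control median, limit read from the data; inconclusive means replicates evenly split on the limit, or fluorescence at least double controls; inactive means too little inhibition in most replicates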;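 further: 0% = DMSO and -100% = 5 µM competing unlabeled TCR2 RNA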
Target sequence (Q9XUB2 whole entry, looked up): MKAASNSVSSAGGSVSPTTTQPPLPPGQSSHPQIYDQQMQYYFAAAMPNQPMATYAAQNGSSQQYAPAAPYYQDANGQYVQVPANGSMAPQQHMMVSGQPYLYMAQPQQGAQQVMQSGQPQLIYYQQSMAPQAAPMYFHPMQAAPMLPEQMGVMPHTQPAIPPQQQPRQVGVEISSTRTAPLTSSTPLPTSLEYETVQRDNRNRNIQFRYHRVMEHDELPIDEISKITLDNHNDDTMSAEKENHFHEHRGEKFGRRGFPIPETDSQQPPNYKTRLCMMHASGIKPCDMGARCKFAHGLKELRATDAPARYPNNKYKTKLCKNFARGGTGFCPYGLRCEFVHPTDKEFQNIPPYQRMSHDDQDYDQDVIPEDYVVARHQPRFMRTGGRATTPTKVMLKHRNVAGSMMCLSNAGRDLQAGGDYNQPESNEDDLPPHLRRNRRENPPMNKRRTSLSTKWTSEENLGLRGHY
PAD4 inh = inhibitors of human PAD4; actives 0.41% (n = 330,000); AID 485272; recombinant PAD4, RCA probe fluorescence polarization; Q9UM07; inhibition, % at 6.36 µM;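 active means percent inhibition above a cutoff equal to the mean of all tested compounds plus 3 SD, cut at about 15% in these data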;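 further: 0% = PAD4 with RCA probe and DMSO and 100% = probe without PAD4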
TPT1 inh = C. albicans TPT1 enzyme inhibition | recombinant caTPT1, FP RNA substrate dephosphorylation | inhibition, % at 5 µM | actives 0.81% (n = 300,000) | AID 1962;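 active means inhibition above the mean of all tested compounds plus 3 SD, set per screening campaign, cut at about 24% in these data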;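 further: plate controls were DMSO alone for no effect and ferristatin control at 100 nM for full effect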
PME-1 primary = PME-1 (human) inhibition; Q9Y570; recombinant PME-1, FP-Rh probe fluorescence polarization; inhibition, % at 5.9 µM; actives 0.53% (n = 320,000);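 active means inhibition above the campaign mean of all compounds plus 3 SD, cut at about 26% in these data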;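 further: competitive labeling of PME-1 active site by serine hydrolase directed probe; 0% = PME-1 with DMSO and 100% = wells lacking PME-1 enzyme; inhibitors block probe labeling so polarization falls and inhibition rises; many of its hits are not listed in these tables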
MCL1-BIM inh = MCL1-BIM-BH3 interaction inhibition (human); GST-MCL1 / FITC-Bim-BH3 fluorescence polarization; AID 2057; Q07820; inhibition, % at 10.9 µM; actives 0.68% (n = 320,000);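 active means inhibition above the mean inhibition of all tested compounds plus 3 SD, set per campaign, cut at about 40% in these data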;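 further: 0% = DMSO wells and 100% = unlabeled Bim-BH3 peptide control; higher means more loss of mP so more displacement of Bim peptide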
Fam108B inh = Fam108B inhibition, counter-screen for RBBP9 inhibitors; inhibition, % at 9.51 µM; recombinant Fam108B, FP-Rh probe fluorescence polarization; actives 0.33% (n = 300,000);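 active means inhibition above the screen mean inhibition plus 3 SD, computed separately per campaign, cut at about 18% in these data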;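 further: inhibitors lower polarization as less probe binds the enzyme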
GLD-1 RNA inh = GLD-1-TGE RNA interaction inhibition (C. elegans) | AID 2280 | actives 0.44% (n = 320,000) | purified GLD-1 + fluorescein TGE RNA, fluorescence polarization | inhibition, % at 5.96 µM | Q17339;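 active means percent inhibition above a per-plate cutoff, the plate mean of test compounds plus 3 SD, cut at about 30% in these data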;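 further: 0% = DMSO wells with GLD-1 and probe and 100% = wells lacking GLD-1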
GSTO1 counter = counter-screen for RBBP9 inhibitors: inhibitors of human GSTO1; P78417; recombinant GSTO1, activity-based probe fluorescence polarization; inhibition, % at 5.96 µM; actives 1.1% (n = 300,000);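 active means inhibition above the campaign mean inhibition plus 3 SD, cut at about 35% in these data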;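 further: 0% = GSTO1-1 with DMSO and 100% = wells lacking GSTO1-1 enzyme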
Target sequence (P78417 whole entry, looked up): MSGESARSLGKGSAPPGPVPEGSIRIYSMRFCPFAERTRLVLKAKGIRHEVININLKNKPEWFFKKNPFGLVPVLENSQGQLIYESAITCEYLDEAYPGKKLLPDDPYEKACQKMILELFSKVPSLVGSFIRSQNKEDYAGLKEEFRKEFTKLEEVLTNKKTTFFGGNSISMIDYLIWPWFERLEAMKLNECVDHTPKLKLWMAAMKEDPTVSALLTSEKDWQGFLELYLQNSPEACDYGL
Bcl-xL primary = blocks human Bcl-xL binding to Bim BH3 peptide. actives 0.7% (n = 320,000). AID 2129. inhibition, % at 10.9 µM. Q07817. GST-Bcl-xL / FITC-Bim BH3 peptide fluorescence polarization;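 active means inhibition above the mean of all tested compounds plus 3 SD, cutoff set per campaign, cut at about 30% in these data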;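 further: 0% = DMSO wells and 100% = unlabeled Bim-BH3 peptide competitor; inhibitors lower millipolarization by displacing the labeled peptide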
Target sequence (Q07817 whole entry, looked up): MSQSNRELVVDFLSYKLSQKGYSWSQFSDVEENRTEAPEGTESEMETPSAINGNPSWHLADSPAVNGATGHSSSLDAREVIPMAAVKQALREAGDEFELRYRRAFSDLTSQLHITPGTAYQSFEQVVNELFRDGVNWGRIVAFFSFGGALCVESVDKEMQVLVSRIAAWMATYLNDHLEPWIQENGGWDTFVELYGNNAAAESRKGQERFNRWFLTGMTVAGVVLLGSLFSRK
* = called active by the depositor; u = inconclusive; x = no result given. Not all compounds are listed, so the mix of outcomes need not match the whole.

SMILES	MEX-5 binding	PAD4 inh	TPT1 inh	PME-1 primary	MCL1-BIM inh	Fam108B inh	GLD-1 RNA inh	GSTO1 counter	Bcl-xL primary
CN1C(=O)C(=Cc2cn(CC(=O)N3CCCCC3)c3ccccc23)C(=O)N(C)C1=O	-36*	-5	12	-9	-5	2	-3	-8	0
CCCCCCCn1c(=O)c(C(=O)Nc2cnccn2)c(O)c2ccccc21	-2.1	-4	-4	2	-2	-3	-4	2	4
CCCc1[nH]nc2c1C1(C(=O)N(Cc3ccccc3)c3ccccc31)C(C(=O)OC)=C(N)O2 (stereo unspecified)	-0.8	-3	0	7	4	-2	1	-2	3
CN(C)S(=O)(=O)c1cc(NC(=O)COC(=O)Cc2ccccc2)ccc1Cl	0.3	-2	0	-3	4	3	-2	10	3
COc1ccc(OCC(=O)Nc2ccc(Cl)cc2C(=O)c2ccccc2)cc1	0.4	0	-1	-29	4	2	3	4	6
CC(C)N1CCN(c2ccc(O)cc2)CC1	-2.2	-4	-1	-9	23	-5	5	21	25
CCC(=O)N1CC(=O)Nc2ccc(Br)cc2C1c1ccccc1 (stereo unspecified)	-0.9	-5	0	-1	7	-1	4	9	5
COc1nc2ccccc2c(=O)n1-c1ccc(Cl)cc1	-0.7	-3	3	1	-7	2	5	-1	1
O=c1[nH]c(=S)n(Cc2ccc(F)cc2)c(O)c1/C=N/N1CCCCC1	-5.4	-1	-1	-4	1	2	-5	4	3
Cc1ccc(NC(=O)c2cn(CCC#N)nc2-c2ccc3c(c2)OCCO3)c([N+](=O)[O-])c1	-0.8	0	0	6	9	5	-4	6	4
CC1CC(OC(=O)c2ccccc2)CC(C)N1C (stereo unspecified)	-1.2	-1	-2	1	-3	1	-5	0	2
O=c1c2ccccc2nc(-c2cccs2)n1-c1cnccn1	-1.2	-1	-2	-5	3	-2	7	4	8
CN1OCC2Cn3c(nc4ccccc43)C21 (stereo unspecified)	x	0	0	0	4	-2	-4	6	5
O=C(COc1ccc2ccccc2c1)N1CCN(C2CCN(Cc3ccccc3)CC2)CC1	-0.1	-6	-1	1	6	-1	6	8	6
Clc1cnc(Oc2ccc(Oc3ncc(Cl)cc3Cl)cc2)c(Cl)c1	1.5	-3	-1	0	6	1	1	7	8
Cc1[nH]n(-c2ccccc2)c(=O)c1C(c1ccc([N+](=O)[O-])cc1)c1c(C)[nH]n(-c2ccccc2)c1=O	-0.9	66*	0	4	8	7	-6	59*	15
Cc1oc(-c2ccccc2Cl)nc1CN1C(=O)CN=C(c2ccccc2)c2ccccc21	0.8	0	-3	20	3	0	-1	1	2
CCCCOC(=O)c1ccccc1C(=O)OCCCC	x	-4	x	5	4	x	4	x	3
Cc1ccc(CN2CC3CC(C2)c2cccc(=O)n2C3)cc1 (stereo unspecified)	1.9	-1	1	1	6	0	13	5	2
CCCCc1ccc(C(=O)O)nc1	x	-3	4	-7	-5	-6	-1	0	-6

Other entries:
SMILES	MEX-5 binding	PAD4 inh	TPT1 inh	PME-1 primary	MCL1-BIM inh	Fam108B inh	GLD-1 RNA inh	GSTO1 counter	Bcl-xL primary
Cc1sc2ccccc2c1CC1=NCCN1	x	5	-3	-2	7	3	-2	1	-3
CCOC(=O)c1cccc(NC(=O)c2c(O)[nH]c(=O)[nH]c2=O)c1	1.7	0	-3	3	4	1	-4	9	5
Cc1sc2ncn(CC(=O)NCCCC(=O)N3CCC4(CC3)OCCO4)c(=O)c2c1C	x	-3	-4	-6	8	2	5	4	4
CN1CC=C(/C=C/c2ccc(-c3ccccc3)cc2)CC1	2.2	1	4	-1	6	0	-6	-1	9
CCc1ccccc1N1C(=O)/C(=C/c2ccc(N3CCN(C)CC3)o2)C(=O)NC1=S	u	-5	106*	-17	-156	-29	-16	5	-60
CCC(C(=O)N1CCC2(CC1)OCCO2)n1c2ccccc2c2nc(=O)cc(C)n21 (stereo unspecified)	-2.5	-2	6	2	3	1	4	2	-1
Cc1ccc(-n2c(C)nc3ccccc3c2=O)cc1C	3.6	1	-2	0	9	-1	1	1	2
Cc1cc(OC(=O)CCNC(=O)OC(C)(C)C)c2c3c(c(=O)oc2c1)CCC3	-2.0	0	0	4	7	2	8	2	3
CCC(=NCCc1c[nH]c2ccccc12)c1c(O)n(-c2ccc(C)cc2)c(=O)[nH]c1=O	2.1	-1	4	2	2	4	-4	-4	-4
COc1ccc(-c2cc(C(F)(F)F)n3nc(C(=O)N4CCC5(CC4)OCCO5)cc3n2)cc1OC	2.9	-3	-1	-2	-1	6	0	-2	2
O=C(O)Cn1cc(/C=C2\C(=O)NC(=O)N(c3ccc(Cl)cc3)C2=O)c2ccccc21	u	-5	40*	-13	-20	-6	-21	1	-13
c1cncc(CNC2=NCCCCC2)c1	-3.5	-2	3	-8	4	-3	0	4	-3
O=C(CCCN1CCC(n2c(=O)[nH]c3ccccc32)CC1)c1ccc(F)cc1	x	3	-4	4	1	3	3	8	5
CCc1ccc(CNCCc2ccccc2F)cc1	-0.2	-2	0	-10	13	2	1	-1	5
CC(=NCc1ccc2c(c1)OCO2)c1c(O)[nH]c(=O)[nH]c1=O	-1.6	1	-2	4	-6	5	1	2	1
CN1C(=O)C(Cc2ccsc2)C(=O)N(C)C1=O	-0.1	-1	1	3	2	2	-1	11	4
COP(=O)(NS(=O)(=O)c1ccccc1)OC	-1.8	-2	3	0	2	1	4	8	1
O=C1NC(=O)N(Cc2ccc(F)cc2)C(=O)/C1=C\C=C\c1ccco1	0.4	-19	90*	-11	-55	-3	-46	14	-39
COc1ccc(C(=O)CC2(CC(=O)c3ccc(OC)cc3)C(=O)N(C)C(=O)N(C)C2=O)cc1	0.5	3	1	-5	7	5	1	-6	1
CCCCn1c(N)c(C(=O)NCCN2CCOCC2)c2nc3ccccc3nc21	1.2	-4	4	3	-9	-1	1	-1	1

(more compounds)
SMILES	MEX-5 binding	PAD4 inh	TPT1 inh	PME-1 primary	MCL1-BIM inh	Fam108B inh	GLD-1 RNA inh	GSTO1 counter	Bcl-xL primary
Cn1c(C(=O)N2CCC(C(=O)N3CCC4(CC3)OCCO4)CC2)cc2sccc21	-1.6	5	-2	1	6	-1	-1	0	7
NCCc1ccc(O)cc1	-0.6	-4	-1	-4	1	-6	4	-4	2
c1ccc(-n2ccnc2)cc1	-0.9	-3	1	-3	3	-2	3	6	-4
c1ccc2c(c1)OCC(C1=NCCN1)O2 (stereo unspecified)	2.4	-7	1	-6	3	3	-4	2	-2
CC[C@]12C=CCN3CCC4(c5cc(Br)c(OC)cc5N(C)C4[C@@](O)(C(=O)OC)[C@@H]1OC(C)=O)C32 (stereo partly specified)	-0.1	-3	4	-2	-18	3	2	0	-9
CCS(=O)(=O)Nc1cccc(C(=C2CCCCC2)c2cnc[nH]2)c1	x	0	-2	4	0	2	4	5	7
N[C@@H]1C[C@H]1c1ccccc1	x	-3	2	-3	-6	-6	2	-4	3
O=C(COC(=O)c1ccccc1)Nc1ccc(Cl)cc1C(=O)c1ccccc1	3.5	0	-1	-9	-6	-7	4	1	-2
CCOC(=O)C1CN(C)CCC1=O (stereo unspecified)	0.6	4	1	-4	-6	3	10	-1	3
Cc1cc(OC(C)C(=O)N[C@H](C(=O)O)c2ccccc2)c2c3c(c(=O)oc2c1)CCC3 (stereo partly specified)	3.7	4	0	3	-3	4	-1	-5	-1
O=C(Cn1cnc2sc3c(c2c1=O)CCCC3)NCCCC(=O)N1CCC2(CC1)OCCO2	0.7	1	-2	2	-4	0	2	5	1
O=C1c2ccccc2C2(c3ccc(Cl)cc3)NCCN12 (stereo unspecified)	3.2	-4	-5	4	-9	3	-16	-1	-3
Cc1ccsc1C(=O)C1CCCN(Cc2cccc(-n3cccn3)c2)C1 (stereo unspecified)	0.5	-2	-1	-1	3	2	-4	-6	5
O=C1NC(=O)N(c2ccccc2F)C(=O)/C1=C/c1ccc(Oc2ccc([N+](=O)[O-])cn2)cc1	0.1	-1	0	2	20	3	-9	17	2
Cc1ccc2c(c1)C1CN(C)CCC1N2S(=O)(=O)c1ccccc1 (stereo unspecified)	2.4	-2	1	2	5	-5	16	7	0
CC(Cc1ccccc1)NC(=O)/C=C/C(=O)O (stereo unspecified)	2.5	2	-1	-5	10	0	0	2	2
CCCC[N+]12CCC(CC1)C(C(O)(c1ccccc1)c1ccccc1)C2 (stereo unspecified)	2.1	3	-2	-1	-25	-2	-2	4	-9
C=CCn1c(O)c(C(C)=Nc2ccc(C(=O)O)cc2)c(=O)[nH]c1=O	-1.0	3	-4	-8	-5	5	4	1	-2
O=C1CN(O)C(c2ccccc2)=c2cc(Cl)ccc2=N1	0.3	0	0	3	-7	-3	-2	-1	1
Fc1ccccc1CNCCc1c[nH]c2ccccc12	1.7	-1	0	0	4	-3	4	2	6

Later entries
SMILES	MEX-5 binding	PAD4 inh	TPT1 inh	PME-1 primary	MCL1-BIM inh	Fam108B inh	GLD-1 RNA inh	GSTO1 counter	Bcl-xL primary
COC(=O)C1=C(c2ccc(F)cc2OCc2ccccc2)C[C@@H]2CC[C@H]1N2C(=O)NCCc1ccc(F)cc1	x	0	x	-1	2	x	-1	x	2
CCOc1ccc(N2C(=O)/C(=C/c3ccco3)C(=O)NC2=S)cc1	1.4	-13	47*	-10	-25	-7	-22	-23	-18
CC(C)C/C(=N/O)c1cn(C)c2ccccc12	0.7	0	2	-2	0	-2	-1	4	0
CCCCOc1nc2ccccc2c(=O)n1-c1ccccc1	-0.2	4	3	3	4	3	2	2	1
Cn1cc(C(=O)N2CCC3(CC2)OCCO3)c2c3ccccc3n(C)c2c1=O	2.5	4	4	-4	0	-2	-1	0	5
O=C(COc1ccc2ccccc2c1)N1CCN(CC2CC3C=CC2C3)CC1 (stereo unspecified)	0.0	1	5	1	-12	1	0	-8	-4
O=C1CSC2N1CCNC21CCCCC1 (stereo unspecified)	-1.8	-4	-1	0	11	-1	8	5	5
C[n+]1ccc(-c2ccncc2)cc1	-0.3	-5	0	-3	-19	2	0	5	-9
COc1cccc(-n2c(O)c(C=NCCN3CCOCC3)c(=O)[nH]c2=O)c1	-3.4	0	3	-1	0	-4	-5	9	3
COc1cccc(N2C(=O)CC(=O)NC2=O)c1	3.2	-2	7	2	0	0	-10	15	-1
COc1ccccc1-n1c(O)c(C=NCCCn2ccnc2)c(=O)[nH]c1=O	3.0	0	0	-4	-2	-2	2	-1	4
CN1CCN(Cc2ccc(N)cc2)CC1	0.9	4	-3	-9	11	0	6	-1	6
CC(CCc1ccccc1)NCCC#N (stereo unspecified)	-0.6	1	-3	1	7	-2	0	-6	8
N[C@@H](Cc1c[nH]c2ccccc12)c1nnc(SCc2c(F)cccc2Cl)o1	1.8	-4	-1	9	-6	0	0	-7	1
CC(C)OC(=O)Cc1ccccc1	x	-3	x	2	1	x	-1	x	7
COc1ccccc1N1CCN(Cc2cc(C)c(C)cc2O)CC1	-1.8	1	-1	-5	6	3	3	12	3
Cc1c(C)c2ccc(OCC(=O)N3CCC(C(=O)O)(c4ccccc4)CC3)cc2oc1=O	0.8	5	0	-1	1	0	5	-3	2
Oc1cc2c(cc1CN1CCN(c3ccccc3)CC1)OCO2	0.2	-1	-3	-1	3	2	4	13	4
CC1CN(c2cc([N+](=O)[O-])ccc2Cl)CC(C)N1 (stereo unspecified)	0.7	2	-3	1	1	-2	-10	4	1
CC(Cc1ccccc1Sc1ccccc1)N(C)C (stereo unspecified)	0.3	2	-1	-3	12	1	1	9	8
Cn1c(=O)n(CC(=O)N2CCC3(CC2)OCCO3)c(=O)c2ccccc21	0.6	-2	-3	3	-1	0	1	8	5
